Bioassay records as filed in PubChem BioAssay.
CHT PAM: human CHT allosteric activation. CHT-expressing cells, membrane potential dye, choline EC20; stronger effect = higher value; LV-AA mutant CHT in HEK293 cells. B-score at 10 µM. hit rate 0.49% among 310,000. Q9GZV3. AID 488977;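 active means initial fluorescence not abnormally high and integrated response B-score, plate-corrected, over 3 SD above library mean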
Target sequence (Q9GZV3 whole entry, looked up): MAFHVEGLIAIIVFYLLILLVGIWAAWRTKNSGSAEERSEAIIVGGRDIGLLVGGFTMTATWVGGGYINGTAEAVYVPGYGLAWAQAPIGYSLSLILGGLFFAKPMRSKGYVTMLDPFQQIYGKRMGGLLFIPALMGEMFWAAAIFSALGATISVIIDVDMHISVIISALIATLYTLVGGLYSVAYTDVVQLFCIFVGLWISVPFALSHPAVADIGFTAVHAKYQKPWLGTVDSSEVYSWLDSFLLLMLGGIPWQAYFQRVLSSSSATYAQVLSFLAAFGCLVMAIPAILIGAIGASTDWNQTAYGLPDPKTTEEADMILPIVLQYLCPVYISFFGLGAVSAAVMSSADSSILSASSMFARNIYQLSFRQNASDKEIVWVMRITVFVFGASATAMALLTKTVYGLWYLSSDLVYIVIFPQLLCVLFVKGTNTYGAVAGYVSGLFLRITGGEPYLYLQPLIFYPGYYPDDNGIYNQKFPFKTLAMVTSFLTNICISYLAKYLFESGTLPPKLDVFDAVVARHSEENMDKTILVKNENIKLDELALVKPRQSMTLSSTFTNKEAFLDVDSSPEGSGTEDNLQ
STK33 kinase inh: inhibitors of human STK33 kinase | hit rate 0.073% among 320,000 | Q9BYT3 | inhibition, % at 10 µM | purified STK33, MBP phosphorylation, ADP-Glo luminescence;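 active means inhibition at or above 25%, using the most active replicate where run in duplicate; inactive means inhibition below 25%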
Target sequence (Q9BYT3 whole entry, looked up): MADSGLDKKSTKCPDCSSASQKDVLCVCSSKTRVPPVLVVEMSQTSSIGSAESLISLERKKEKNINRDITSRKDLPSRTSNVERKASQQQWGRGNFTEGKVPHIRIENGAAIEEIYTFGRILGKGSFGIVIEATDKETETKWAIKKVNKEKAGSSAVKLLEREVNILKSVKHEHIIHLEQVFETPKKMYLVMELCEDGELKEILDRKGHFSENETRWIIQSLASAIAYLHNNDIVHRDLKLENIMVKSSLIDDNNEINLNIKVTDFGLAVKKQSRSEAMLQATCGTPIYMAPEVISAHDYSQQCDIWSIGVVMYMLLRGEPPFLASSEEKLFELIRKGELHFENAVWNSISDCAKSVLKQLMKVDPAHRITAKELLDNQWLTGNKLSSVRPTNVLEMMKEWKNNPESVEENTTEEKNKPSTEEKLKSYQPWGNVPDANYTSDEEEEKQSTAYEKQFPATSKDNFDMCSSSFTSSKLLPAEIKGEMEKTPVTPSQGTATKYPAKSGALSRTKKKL
CHT block: inhibits the human high affinity choline transporter; CHT-expressing cells, membrane potential dye, choline response; stronger effect = lower value; B-score at 10 µM; hit rate 0.86% among 310,000; AID 488975;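 active means B-score over 3 SD under the library average, and starting fluorescence ratio not unusually high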;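 further: choline stimulus applied at its EC90 after an EC20 pre-addition; B-score computed on integrated fluorescence ratio after choline addition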
The depositor's hits bear a star; i = inactive; nt = not tested or not shown.

canonical_smiles,CHT PAM,STK33 kinase inh,CHT block
O=C(Nc1ccccc1Cl)Nc1cccnc1Cl,i,-1.2,i
COc1cc2cc(-c3ccc(OC)c(OC)c3C)nc(N)c2cc1OC,i,-2.6,i
C=Cn1cc[n+](CC(=O)c2ccc(OC)c(OC)c2)c1,i,0.8,i
CCOC(=O)Nc1nnc(CCc2ccccc2)s1,i,1.4,i
CC(C)Cn1c(=O)c2sccc2n2c(CCCC(=O)NC3CCN(Cc4ccccc4)CC3)nnc12,i,1.2,i
Cc1ccc(N2CC(NC(=O)C(=O)c3c(C)[nH]c4ccccc34)CC2=O)cc1C (stereo not given),i,-0.4,i
COc1cccc(CNC(=O)C2CCC(=O)N(CC3CCCCC3)C2)c1OC (stereo not given),i,0.4,i
O=C1C[C@@H](c2ccc(O[C@@H]3O[C@H](CO)[C@@H](O)[C@H](O)[C@H]3O)cc2)Oc2cc(O)ccc21,i,1.5,i
COc1ccc(NS(=O)(=O)c2ccc(-c3n[nH]c(=S)n3Cc3ccccc3)cc2)cc1,i,-1.5,i
O=C(CSc1nnc(C2COc3ccccc3O2)o1)NC1CCCCC1 (stereo not given),i,-0.5,i
Cc1ccc(C(=O)Nc2nc(=O)n(C(=O)C3CC3)s2)cc1,i,0.6,i
O=C(O)c1ccc(S(=O)(=O)N(Cc2cccs2)CC2CCCO2)cc1 (stereo not given),i,-0.8,i
Cc1cc(C)c(C(=O)CSc2nc(C)cc(=O)[nH]2)c(C)c1,i,-2.2,i
Cc1cccc(-n2nnnc2SCC(=O)NCCN2C(=O)CSC2=O)c1,i,-2.3,i
CC1(C)Oc2ccc3ccc(=O)oc3c2/C(=N/O)C1=O,i,-0.5,i
Cc1cccc(Nc2nnc(SCC(=O)Nc3ccc(C(=O)O)cc3)s2)c1,i,-1.0,i
CNC(=O)c1c(NC(=O)C2=COCCO2)sc(C)c1C,i,nt,i
CCC(C)N(C(=O)c1csnn1)C(C(=O)NCc1ccc(F)cc1)c1ccccc1F (stereo not given),i,-0.6,i
O=C(O)COc1ccc2oc3c(c2c1)CCCC3,i,0.8,i
COc1ccc(-c2cc(C(F)(F)F)n3nc(C(=O)N4CCOCC4)c(Cl)c3n2)cc1,i,-0.6,i
CN(CCn1ccnc1)Cc1cn(-c2ccccc2)nc1-c1ccc2c(c1)OCO2,i,-1.1,i
Cc1cc([N+](=O)[O-])nn1CC(=O)N1CCCc2ccccc21,i,-1.9,i
CC1(C)C2CCC1(C)C(OC(=O)c1ccc(O)cc1)C2 (stereo not given),i,1.7,i
O=c1[nH]c2cccnc2n1Cc1ccccc1,i,-1.0,i

Ordered by the number under STK33 kinase inh (lowest first): some entries from above.
smiles | STK33 kinase inh | CHT block
Cc1cccc(-n2nnnc2SCC(=O)NCCN2C(=O)CSC2=O)c1 | -2.3 | i
CN(CCn1ccnc1)Cc1cn(-c2ccccc2)nc1-c1ccc2c(c1)OCO2 | -1.1 | i
O=C1C[C@@H](c2ccc(O[C@@H]3O[C@H](CO)[C@@H](O)[C@H](O)[C@H]3O)cc2)Oc2cc(O)ccc21 | 1.5 | i

Other compounds follow:
canonical_smiles,CHT PAM,STK33 kinase inh,CHT block
Cc1cc(OCc2cn3cccnc3n2)ccc1Cl,i,-0.3,i
Brc1ccc(C2=CC(c3ccco3)n3ncnc3N2)cc1 (stereo not given),i,nt,i
COc1ccc(S(=O)(=O)CCC(=O)NC2CCCCC2)cc1,i,-1.5,i
CCC1CCCCN1C(=S)NCc1ccccc1 (stereo not given),i,-0.6,i
CC1(C)CC(NC(=O)CSc2ccccc2)CC(C)(C)N1,i,-1.4,i
O=C(CN1CCN(Cc2ccccc2)CC1)Nc1ccc(S(=O)(=O)N2CCOCC2)cc1,i,-1.2,i
CCN(CC)CCNC(=O)c1cc(-c2ccco2)nc2ccccc12,i,-1.4,i
Cc1ccc(N(CC(=O)N2CCn3c2nc2ccccc23)S(=O)(=O)c2c(C)n[nH]c2C)cc1,i,-0.4,i
O=C(c1cccc(Br)c1)c1cn(-c2ccccc2)nc1C(=O)c1ccccc1,i,-1.3,i
CC(=O)Nc1ccc(N2CCc3c(C)c(C#N)c4nc5ccccc5n4c32)cc1,i,-0.3,i
O=C(c1ccc(N2CCOCC2)cc1[N+](=O)[O-])N1CCOCC1,i,0.7,i
CC(=O)Nc1ccc(S(=O)(=O)N[C@@H](C)C(=O)OCc2ccc(Cl)cc2)cc1,i,-3.6,i
Cc1ccc(S(=O)(=O)N/N=C/c2cc([N+](=O)[O-])ccc2O)cc1[N+](=O)[O-],i,-0.9,i
COc1ccc(C(OC(=O)c2ccco2)C(=O)NC(C)(C)C)cc1 (stereo not given),i,nt,i
O=C(COC(=O)CCCN=C1NS(=O)(=O)c2ccccc21)NC(=O)NC1CCCC1,i,-0.8,i
CO/N=C(/CS(=O)Cc1ccccc1Cl)c1ccc(Cl)cc1Cl (stereo not given),i,-1.4,i
COc1ccccc1C(=O)NNC(=O)Cc1ccccc1,i,-2.6,i
CCCCC1OC23CCCCC2C(C#N)(C(=N)O3)C1(C#N)C#N (stereo not given),i,-1.7,i
O=C(NCCOc1ccccc1)c1ccccc1,i,0.8,i
O=C(c1cccs1)N1CCN(C(=O)C2CCCO2)CC1 (stereo not given),i,-0.2,i
CCOC(CNC(=O)C(=O)NCC(c1ccco1)N1CCN(c2ccc(OC)cc2)CC1)OCC (stereo not given),i,0.8,i
COc1ccc(S(=O)(=O)/C(C#N)=C/Nc2cccc(OC)c2)cc1,i,-7.2,i
Cn1c(=O)c2c(nc(SCC(=O)N3CCCCCC3)n2C)n(C)c1=O,i,4.9,-5.74*
CSc1nc(-c2ccco2)nn1C(=O)CCc1ccccc1,i,0.0,i
O=C(COc1ccc(S(=O)(=O)Nc2ccccc2)cc1)N1CCOCC1,i,-0.5,i
O=C(c1ccc(S(=O)(=O)N2CCCCC2)cc1)N(c1ccccn1)C1CCCCC1,i,0.2,i
O=C(O)c1cc(Cl)c(Cl)cc1C(=O)Nc1cccnc1,i,-0.2,i
CCOc1ccc(CN(C)C(=O)CNC(=O)c2cc(OC)c(OC)c(OC)c2)cc1,i,-0.6,i
N/C(=N\N=C\c1cccc([N+](=O)[O-])c1)c1nonc1N,i,-1.9,i
Cc1ccccc1NC(=S)N(CCN(C)C)C(C)c1cccnc1 (stereo not given),i,-1.5,i
COc1ccccc1C(=O)C1Nc2ccccc2-c2nnc(SC)nc2O1 (stereo not given),i,0.2,i
NC(=O)c1cccc2cc3ccccc3cc12,i,7.0,i
O=C(NCCCN1CCOCC1)C1CCC(=O)N1CCc1ccccc1 (stereo not given),i,-1.6,i
O=C(NCc1ccccc1Br)c1ccco1,i,-0.8,i
O=C(NC(=S)Nc1cnc2ccccc2c1)c1ccccc1,i,0.5,i
COc1ccc(C(=O)N2CCN(CCc3ccccn3)CC2)cc1,i,-1.8,i
O=C(O)c1ccc(S(=O)(=O)NC2CC2)cc1,i,-0.3,i
CCOCCOC(=O)c1[nH]c2c(c1C)C(=O)CC(c1cccs1)C2 (stereo not given),i,-1.7,i
CN1CCN(CC#CC2(O)CCCCC2)CC1,i,-5.5,i
Cc1cc(=O)oc2cc(OC(C)C(=O)NC3CCCC3)ccc12 (stereo not given),i,-1.7,i
O=C(Nc1ccc(CN2CCOCC2)cc1)c1cccs1,i,-0.3,i
CCCCCn1c(=O)[nH]c2cc(C(=O)NCCCN3CCC(C)CC3)ccc2c1=O,i,-0.9,i
CCOC(=O)N/N=C(\c1ccccc1)C(O)c1ccccc1 (stereo not given),i,-1.7,i
CCOc1ccc(NS(=O)(=O)c2cc(Cl)ccc2OC)cc1,i,-2.6,i
CN1CCN(C2=Cc3ccccc3Sc3cc(F)c(F)cc32)CC1,i,1.0,i
COc1ccc(C(=O)NC(=S)SCC(=O)O)cc1,i,-0.8,i
CCCc1cc(=O)oc2cc(OCc3nn[nH]n3)ccc12,i,-1.5,i
C=CCNC(=O)c1ccc(-c2ccc([N+](=O)[O-])cc2)o1,i,-0.6,i
CC(=O)C1C(c2ccc3ncccc3c2)NC(=O)NC1(O)C(F)(F)F (stereo not given),i,0.5,i
CC(=O)c1cc(C(=O)Nc2ccc3ccccc3c2)c(C)o1,i,-6.5,i
CC1=C(Nc2ccc(C(=O)O)cc2)C(=O)c2ccccc2C1=O,i,0.6,i
O=C(/C=C/c1ccccc1)N/C(=C\c1ccco1)C(=O)O,i,-1.4,i
C#Cc1cccc(NC(=O)c2ccc3c(c2)C(=O)N(Cc2cccnc2)C3=O)c1,i,-0.5,i
CC1(C)CN=c2s/c(=C\c3ccc(Cl)cc3)c(=O)n2C1,i,-0.4,i
Cc1cc(C)cc(NC(=S)NC(=O)Cc2ccccc2)c1,i,-2.1,i
Cc1cc(/C=C2\SC(=S)NC2=O)c(C)n1-c1ccc(O)cc1,i,-0.5,i
O=C1C=C(c2ccccc2)OC2(CCCC2)O1,i,-2.4,i
COc1cc(OC)c(NC(=O)CC(=O)Nc2cc(Cl)c(OC)cc2OC)cc1Cl,i,nt,i
CCCOC(=O)c1ccc(NC(=O)/C=C/c2cccs2)cc1,i,-0.8,i
CCOC(=O)c1c(N=CN(C)C)c2cc([N+](=O)[O-])cnc2n1C,i,-0.4,i

(further entries)
canonical_smiles,CHT PAM,STK33 kinase inh,CHT block
Cc1cc(C)c2c(C)nn(-c3ccccc3)c2n1,i,0.2,i
COC(=O)CCC(=O)NC(=S)Nc1sc(C)c(C)c1C(N)=O,i,-1.1,i
CC1CC(=O)N(CC(=O)Nc2ccc3c(c2)OCCO3)c2ccccc2S1 (stereo not given),i,-1.4,i
COc1cc(C(=O)NCCSc2ccc(F)cc2)cc(OC)c1OC,i,-2.5,i
CCOC(=O)C1=C(C)NC2(O)c3ccccc3C(=O)C12O (stereo not given),i,0.5,i
Cc1cc([N+](=O)[O-])nn1CC(=O)NCc1cccs1,i,nt,i
CC(c1nnnn1C1CCCCC1)N(Cc1ccccc1)Cc1cccnc1 (stereo not given),i,-2.6,i
CCOC(=O)C1(Cc2ccccc2C(F)(F)F)CCN(C2CCN(C(C)C)CC2)CC1,i,0.7,i
CN(C(=S)Nc1ccc(Oc2ccccc2)cc1)c1ccc(O)cc1,i,-1.3,i
CCN1C(=O)[C@H]2[C@@H](c3ccc(Cl)cc3)N3C(=O)CN(CCOC)C(=O)[C@@]3(Cc3ccccc3)[C@H]2C1=O,i,-0.4,i
COC(=O)CCNC(=O)Cc1c(C)n(C(=O)c2ccc(Cl)cc2)c2ccc(OC)cc12,i,-0.2,i
CC(Oc1ccc(Br)cc1)C(=O)Nc1ccc(N2CCOCC2)cc1N1CCOCC1 (stereo not given),i,0.6,i
N#CCOc1nc(N2CCCC2)nc(N2CCCC2)n1,i,-1.5,i
Cc1ccc(C)c(NC(=O)Cn2c(=O)n(-c3ccc(CC(=O)NCC4CCCO4)cc3)c(=O)c3ccccc32)c1 (stereo not given),i,-0.4,i
Cc1ccccc1C(=O)N1CCN(c2ccc(NC(=S)NC(=O)c3ccco3)cc2)CC1,i,0.8,i
[N-]=[N+]=NC1CC(CO)OC1n1ccc(=O)[nH]c1=O (stereo not given),i,0.4,i
CCOc1ccc(-c2nc[nH]c2[N+](=O)[O-])cc1,i,1.7,i
CCCc1nnc(SCC(=O)N2CCCCC2)n1CCCOC,i,-2.8,i
COc1cccc(CNCC(O)(c2ccc(Cl)cc2)c2ccc(Cl)cc2)c1,i,0.7,i
COc1ccccc1Nc1nc(-c2ccccc2O)nc2ccccc12,i,-0.4,i
CCCCn1nnnc1NCc1ccc(C)s1,i,-0.6,i
CC(C)(Oc1ccc(Cl)cc1)C(=O)OCC(=O)N1CCN(c2ccccc2)CC1,i,0.0,i
Cc1ccc2cc(CCNC(=O)c3cc4ccccc4o3)c(=O)[nH]c2c1C,i,-1.1,i
CCOC(=O)C1CCCN(C(=O)c2ccccc2SCCOC)C1 (stereo not given),i,-0.6,i
CCC(C)(C)NC(=O)C(c1ccc(C)cc1)N(CC1CCCO1)C(=O)CCC(=O)Nc1ccccn1 (stereo not given),i,0.2,i
COC(=O)C1=C(C(=O)OC)[C@@H]2N(Cc3ccccc3)c3ccccc3[C@@]23C[C@@H](C(=O)OC)N(C(=O)COCc2ccccc2)C3=N1,i,-1.7,i
Cc1ccc(C)c(S(=O)(=O)NCC(=O)NCc2ccco2)c1,i,1.2,i
COc1ccccc1N1CCN(CCC(=O)Nc2cccc(Cl)c2)CC1,i,-1.2,i
O=C(Nc1ccc2ccccc2c1)N1CCCN(CCOc2ccccc2)CC1,i,-0.1,i
Cc1nnnn1/C(=C\c1ccccc1)C(=O)OCC(=O)N1CC2(C)CC1CC(C)(C)C2 (stereo not given),i,2.7,i
CCOC(=O)CN1C(=O)NC2(CCCc3ccccc32)C1=O (stereo not given),i,-0.7,i

6 entries drawn at random from those above, as already listed:
canonical_smiles,CHT PAM,STK33 kinase inh,CHT block
Cc1ccc(C)c(S(=O)(=O)NCC(=O)NCc2ccco2)c1,i,1.2,i
COC(=O)C1=C(C(=O)OC)[C@@H]2N(Cc3ccccc3)c3ccccc3[C@@]23C[C@@H](C(=O)OC)N(C(=O)COCc2ccccc2)C3=N1,i,-1.7,i
COc1ccccc1N1CCN(CCC(=O)Nc2cccc(Cl)c2)CC1,i,-1.2,i
CCOC(=O)CN1C(=O)NC2(CCCc3ccccc32)C1=O (stereo not given),i,-0.7,i
CCC(C)(C)NC(=O)C(c1ccc(C)cc1)N(CC1CCCO1)C(=O)CCC(=O)Nc1ccccn1 (stereo not given),i,0.2,i
Cc1nnnn1/C(=C\c1ccccc1)C(=O)OCC(=O)N1CC2(C)CC1CC(C)(C)C2 (stereo not given),i,2.7,i
